Compound activity (PubChem BioAssay)
PLAP activator: activators of human placental alkaline phosphatase | P05187 | purified PLAP enzyme, luminescent substrate read-out; active compounds read high | activation fold at 20 µM | 1.2% of 96,000 active; in the data active means activation fold above about 2
S1P2 agonist: agonists of human S1P2 receptor | S1P2-expressing cell line, agonist reporter read-out | 0.46% of 97,000 active | O95136 | AID 729 | activation, % at 4.5 µM; in the data active means activation above about 16%;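 further: 0% = vehicle low control and 100% = maximal reference agonist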
FAK blocker: inhibitors of human focal adhesion kinase | inhibition, %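 (tested at 7 µM)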 | AID 727 | biochemical FAK kinase activity assay | 0.84% of 97,000 active; in the data active means inhibition above about 19%;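 further: 0% = DMSO and 100% = reference compound high control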
S1P2 antag: S1P2 (human) receptor antagonism. O95136. cell-based S1P2 antagonist assay, inhibition at 5 uM. inhibition, % at 5 µM. 0.21% of 97,000 active; in the data active means inhibition above about 45%;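 further: CRE beta-lactamase reporter cells expressing human S1P2 stimulated with S1P; 0% = agonist at EC80 alone and 100% = agonist plus reference antagonist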
EphB4 antag: antagonists of human EphB4-ephrin-B2 interaction. P54760. EphB4 LBD / TNYL-RAW-Alexa532 peptide, fluorescence polarization. inhibition, % at 7 µM. 0.15% of 97,000 active;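 active means inhibition above the screen-wide mean inhibition plus 3 SD, cut at about 15% in these data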;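 further: 0% = DMSO wells and 100% = excess unlabeled TNYL-RAW peptide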
Target sequence (P54760 whole entry, looked up, the tested form may be a part): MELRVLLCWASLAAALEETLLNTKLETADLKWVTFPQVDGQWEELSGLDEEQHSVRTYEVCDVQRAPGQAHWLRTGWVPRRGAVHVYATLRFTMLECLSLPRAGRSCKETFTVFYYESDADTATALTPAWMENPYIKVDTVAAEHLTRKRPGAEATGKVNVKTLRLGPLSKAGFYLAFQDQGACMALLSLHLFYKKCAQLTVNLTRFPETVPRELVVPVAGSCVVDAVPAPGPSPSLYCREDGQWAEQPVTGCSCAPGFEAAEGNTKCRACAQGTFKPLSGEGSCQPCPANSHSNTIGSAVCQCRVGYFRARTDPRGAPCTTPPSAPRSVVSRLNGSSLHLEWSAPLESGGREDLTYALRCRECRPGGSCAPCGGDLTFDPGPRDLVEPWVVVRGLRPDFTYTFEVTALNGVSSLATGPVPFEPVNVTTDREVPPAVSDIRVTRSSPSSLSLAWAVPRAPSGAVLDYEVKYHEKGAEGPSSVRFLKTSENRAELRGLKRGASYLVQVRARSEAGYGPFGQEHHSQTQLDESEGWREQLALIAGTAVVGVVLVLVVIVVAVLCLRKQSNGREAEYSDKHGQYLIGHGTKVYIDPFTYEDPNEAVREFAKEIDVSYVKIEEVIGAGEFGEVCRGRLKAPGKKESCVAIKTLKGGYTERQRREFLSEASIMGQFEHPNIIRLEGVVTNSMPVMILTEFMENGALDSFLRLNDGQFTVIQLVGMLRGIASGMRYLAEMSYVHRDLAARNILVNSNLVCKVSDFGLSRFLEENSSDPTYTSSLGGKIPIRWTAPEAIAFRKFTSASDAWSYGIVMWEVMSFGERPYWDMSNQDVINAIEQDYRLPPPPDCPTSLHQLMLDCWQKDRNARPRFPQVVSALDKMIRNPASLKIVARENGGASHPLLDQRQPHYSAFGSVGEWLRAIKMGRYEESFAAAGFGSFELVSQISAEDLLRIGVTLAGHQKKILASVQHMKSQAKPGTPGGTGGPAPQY
Plk1 PBD FP: Plk1 (human) PBD binding inhibition; P53350; Plk1 PBD phosphopeptide binding, fluorescence polarization; inhibition, %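 (tested at about 20 µM)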; 0.13% of 97,000 active; AID 693; in the data active means inhibition above about 34%, passing the limit was not always enough
HIV Rev-RRE inh: disrupts HIV-1 Rev binding to RRE RNA; P05866; Rev peptide-RRE RNA binding, FRET; inhibition, % at 8 µM; 0.79% of 97,000 active;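 active means inhibition above the screen-wide mean plus 3 SD, cut at about 35% in these data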;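 further: 0% = median DMSO wells and 100% = median Neomycin B control wells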
Target sequence (P05866 whole entry, looked up): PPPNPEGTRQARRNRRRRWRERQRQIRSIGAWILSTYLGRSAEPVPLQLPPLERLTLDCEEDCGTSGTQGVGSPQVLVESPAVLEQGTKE
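Assay system: Labelled RRE RNA duplex and labelled Rev peptide | Times: 5 min preincubation and 15 min binding, 25 °C | Detection: FRET, ex 480 nm, em 540 and 671 nm | Evaluation: % inhibition of FRET ratio versus controls | Benchmarks: DMSO wells as 0% and neomycin B wells as 100% inhibition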
PLK1 kinase inh: PLK1 (human) kinase inhibition; recombinant PLK1 kinase, TR-FRET peptide phosphorylation; AID 619; 0.53% of 97,000 active; inhibition, % at 10 µM;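 active means inhibition of 50% or more in the single-concentration screen; inactive means inhibition below 50%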;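 further: 0% = DMSO max control and 100% = H-89 dihydrochloride min control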
MT1-MMP txn act: activates MT1-MMP transcription. HT1080 MT1-MMP promoter luciferase reporter, luminescence, overnight; active compounds read high. activation factor at 10 µM. 0.16% of 86,000 active. AID 750;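 active means activation factor of at least 2 for MT1-MMP transcription at 10 µM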
Active calls of the source: *.

Screening COc1ccc2nc(C)cc(SCC(=O)NNC(=O)COc3ccccc3)c2c1 returned PLAP activator 1.6, S1P2 agonist -9, FAK blocker 7, S1P2 antag 15, EphB4 antag 2, Plk1 PBD FP 30, HIV Rev-RRE inh 8 and PLK1 kinase inh -6.
`CCc1nnc(NC(=O)OCc2ccccc2)s1` gave PLAP activator 1.1, S1P2 agonist 1, FAK blocker -2, S1P2 antag 3, EphB4 antag 3, Plk1 PBD FP 15, HIV Rev-RRE inh 4, PLK1 kinase inh -13 and MT1-MMP txn act 1.4.
`CCOC(=O)c1cnc2cc(-c3ccc(Cl)cc3)nn2c1N` gave PLAP activator 0.9, S1P2 agonist -8, FAK blocker -9, S1P2 antag -5, EphB4 antag 7, Plk1 PBD FP -17, HIV Rev-RRE inh 0 and PLK1 kinase inh -6.
`COC(=O)c1ccc(-c2nc3ccc(C)cc3o2)cc1` gave PLAP activator 0.9, S1P2 agonist -4, FAK blocker -2, S1P2 antag 6, EphB4 antag -4, Plk1 PBD FP 13, HIV Rev-RRE inh 4, PLK1 kinase inh -7 and MT1-MMP txn act 0.6.
`CCN(CC)C(=O)N1CCN(S(=O)(=O)c2ccc(C)cc2)CC1` gave PLAP activator 1.2, S1P2 agonist -1, FAK blocker 2, S1P2 antag 17, EphB4 antag -11, Plk1 PBD FP 4, HIV Rev-RRE inh -1, PLK1 kinase inh -4 and MT1-MMP txn act 1.2.
Screening Cn1nc(C(F)(F)F)c(C(=O)Nc2ccc(C(F)(F)F)cc2)c1Cl returned PLAP activator 1.1, S1P2 agonist -6, FAK blocker 2, S1P2 antag 14, EphB4 antag 3, Plk1 PBD FP -30, HIV Rev-RRE inh 14 and PLK1 kinase inh -10.
`N#CC1=C(N)N(c2ccccc2)C(c2ccco2)C1(C#N)C#N` (stereo unspecified) gave PLAP activator 0.8, S1P2 agonist -6, FAK blocker 5, S1P2 antag -9, EphB4 antag 3, Plk1 PBD FP 13, HIV Rev-RRE inh 1, PLK1 kinase inh 26 and MT1-MMP txn act 1.1.
`C=CCN(CC=C)S(=O)(=O)c1ccc(NC(=S)NC(=O)/C=C/c2ccccc2)cc1` gave PLAP activator 0.9, S1P2 agonist -7, FAK blocker 1, S1P2 antag 9, EphB4 antag 1, Plk1 PBD FP 4, HIV Rev-RRE inh 1 and PLK1 kinase inh -10.
Screening CC(=O)Nc1ccc(N2CCCC2)cc1 returned PLAP activator 1.1, S1P2 agonist -4, FAK blocker 6, S1P2 antag -7, EphB4 antag -7, Plk1 PBD FP -2, HIV Rev-RRE inh 5 and PLK1 kinase inh -12.
`CCCCN(C)C(=O)c1cc2cc3ccc(OC)cc3nc2s1` gave PLAP activator 1.2, S1P2 agonist 1, FAK blocker 4, S1P2 antag -11, EphB4 antag 4, Plk1 PBD FP -12, HIV Rev-RRE inh 8 and PLK1 kinase inh -5.
For COCCCNCCCOc1ccc(Cl)cc1Br the results were PLAP activator 1.1, S1P2 agonist -6, FAK blocker -1, S1P2 antag 16, EphB4 antag 1, Plk1 PBD FP -8, HIV Rev-RRE inh -5 and PLK1 kinase inh -16.
For Cc1ccc(NCc2cccnc2)cc1 the results were PLAP activator 0.9, S1P2 agonist -3, FAK blocker -3, S1P2 antag -18, EphB4 antag -2, Plk1 PBD FP -10, HIV Rev-RRE inh 8, PLK1 kinase inh -2 and MT1-MMP txn act 1.2.

Taken from the results shown, 2 compounds:
`C=CCN(CC=C)S(=O)(=O)c1ccc(NC(=S)NC(=O)/C=C/c2ccccc2)cc1` gave PLAP activator 0.9, S1P2 agonist -7, FAK blocker 1, S1P2 antag 9, EphB4 antag 1, Plk1 PBD FP 4, HIV Rev-RRE inh 1 and PLK1 kinase inh -10.
Screening CC(=O)Nc1ccc(N2CCCC2)cc1 returned PLAP activator 1.1, S1P2 agonist -4, FAK blocker 6, S1P2 antag -7, EphB4 antag -7, Plk1 PBD FP -2, HIV Rev-RRE inh 5 and PLK1 kinase inh -12.

Next section.
`COc1ccc(C2=CC(c3ccc(OC)c(OC)c3)NC(=S)N2)cc1` (stereo unspecified) gave PLAP activator 1.1, S1P2 agonist 0, FAK blocker 10, S1P2 antag -11, EphB4 antag 7, Plk1 PBD FP 9, HIV Rev-RRE inh 4, PLK1 kinase inh -13 and MT1-MMP txn act 1.1.
For O=C1C2C3C=CC(C3)C2C(=O)N1c1cccnc1 (stereo unspecified) the results were PLAP activator 0.8, S1P2 agonist -1, FAK blocker 0, S1P2 antag -7, EphB4 antag 1, Plk1 PBD FP -17, HIV Rev-RRE inh 2, PLK1 kinase inh -8 and MT1-MMP txn act 1.
Screening Cc1cc(NCCO)c2ccccc2n1 returned PLAP activator 0.9, S1P2 agonist -5, FAK blocker 0, S1P2 antag -1, EphB4 antag -5, Plk1 PBD FP 2, HIV Rev-RRE inh 4, PLK1 kinase inh -10 and MT1-MMP txn act 1.1.
COC(=O)c1c(N)sc(C(C)=O)c1C was read as PLAP activator 0.8, S1P2 agonist -3, FAK blocker 4, S1P2 antag 10, EphB4 antag 1, Plk1 PBD FP 25, HIV Rev-RRE inh 8, PLK1 kinase inh -13 and MT1-MMP txn act 1.1.
For COCCOC(=O)c1c(C)oc2ccc(OCC=C(C)C)cc12 the results were PLAP activator 1.1, S1P2 agonist -2, FAK blocker 5, S1P2 antag -12, EphB4 antag -3, Plk1 PBD FP -16, HIV Rev-RRE inh 13, PLK1 kinase inh -8 and MT1-MMP txn act 1.1.
Screening Cc1ccc(CSCc2nnc(SCC(=O)N3CCN(c4ccccc4)CC3)n2C)cc1 returned PLAP activator 1.8, S1P2 agonist -1, FAK blocker 1, S1P2 antag 4, EphB4 antag -7, Plk1 PBD FP 3, HIV Rev-RRE inh 3 and PLK1 kinase inh -11.
For O=c1c2sc3nc(N4CCOCC4)c4c(c3c2ncn1CCc1ccccc1)CCCC4 the results were PLAP activator 1.1, S1P2 agonist -1, FAK blocker -6, S1P2 antag -8, EphB4 antag 3, Plk1 PBD FP -8, HIV Rev-RRE inh 10 and PLK1 kinase inh -10.
Cn1c(Cc2ccccc2)nnc1SCC(=O)Nc1ccccc1N1CCOCC1 was read as PLAP activator 1, S1P2 agonist -2, FAK blocker -7, S1P2 antag 16, EphB4 antag -3, Plk1 PBD FP 26, HIV Rev-RRE inh 3, PLK1 kinase inh -5 and MT1-MMP txn act 1.1.
Screening COC(=O)c1cc2nc(-c3ccc(OC)c(OC)c3)cc(C(F)(F)F)n2n1 returned PLAP activator 0.9, S1P2 agonist -7, FAK blocker 6, S1P2 antag 9, EphB4 antag 4, Plk1 PBD FP -10, HIV Rev-RRE inh 3, PLK1 kinase inh -6 and MT1-MMP txn act 1.1.
COc1cc(-c2nnc(SCc3cc(=O)oc4cc(C)ccc34)o2)cc(OC)c1OC was read as PLAP activator 1.8, S1P2 agonist 2, FAK blocker 3, S1P2 antag -12, EphB4 antag 5, Plk1 PBD FP 16, HIV Rev-RRE inh 10, PLK1 kinase inh 0 and MT1-MMP txn act 1.3.
`Cc1[nH]n(-c2ccccc2)c(=O)c1/C=N/O` gave PLAP activator 1.1, S1P2 agonist -4, FAK blocker 4, S1P2 antag 9, EphB4 antag 1, Plk1 PBD FP 10, HIV Rev-RRE inh 5 and PLK1 kinase inh -13.
For Fc1ccccc1CSc1nnc(-c2cccs2)o1 the results were PLAP activator 0.9, S1P2 agonist -3, FAK blocker 5, S1P2 antag 18, EphB4 antag -2, Plk1 PBD FP -10, HIV Rev-RRE inh 6, PLK1 kinase inh -9 and MT1-MMP txn act 1.2.
Screening Cc1cc(Cl)ccc1OCC(=O)N1C(C)CCCC1C (stereo unspecified) returned PLAP activator 1.2, S1P2 agonist 1, FAK blocker 1, S1P2 antag -6, EphB4 antag -5, Plk1 PBD FP -2, HIV Rev-RRE inh 10, PLK1 kinase inh -11 and MT1-MMP txn act 1.3.
For CC(=O)c1cc(C#N)c(SCc2ccc(F)cc2)nc1C the results were PLAP activator 0.8, S1P2 agonist -6, FAK blocker 0, S1P2 antag -16, EphB4 antag 6, Plk1 PBD FP -12, HIV Rev-RRE inh 5, PLK1 kinase inh -12 and MT1-MMP txn act 1.1.
For CN(CC(=O)Nc1nc2ccccc2s1)S(=O)(=O)c1ccccc1 the results were PLAP activator 0.8, S1P2 agonist -2, FAK blocker -5, S1P2 antag -5, EphB4 antag -1, Plk1 PBD FP 18, HIV Rev-RRE inh 0, PLK1 kinase inh 3 and MT1-MMP txn act 1.3.
Screening CC(C)SCCCCOc1ccc2ccccc2c1 returned PLAP activator 0.9, S1P2 agonist -10, FAK blocker 1, S1P2 antag 0, EphB4 antag -4, Plk1 PBD FP -11, HIV Rev-RRE inh 15 and PLK1 kinase inh -9.
For O=C(N1CCN(c2ccccc2)CC1)C12CC3CC(CC(C3)C1)C2 the results were PLAP activator 1.1, S1P2 agonist -3, FAK blocker 0, S1P2 antag 0, EphB4 antag 7, Plk1 PBD FP 1, HIV Rev-RRE inh 11, PLK1 kinase inh -14 and MT1-MMP txn act 1.1.
N#Cc1c(NC(=O)c2ccncc2)sc2c1CCC2 was read as PLAP activator 1.1, S1P2 agonist -8, FAK blocker 2, S1P2 antag 8, EphB4 antag 2, Plk1 PBD FP -21, HIV Rev-RRE inh 8, PLK1 kinase inh 2 and MT1-MMP txn act 1.1.
Cc1ccccc1NC(=O)N1CCCC1C(=O)NCc1cccs1 (stereo unspecified) was read as S1P2 agonist -11, FAK blocker -2, S1P2 antag 3, EphB4 antag 5, Plk1 PBD FP 6, HIV Rev-RRE inh 10, PLK1 kinase inh -9 and MT1-MMP txn act 1.
`CCC(C)NC(=O)C1CCN(S(=O)(=O)c2cccs2)CC1` (stereo unspecified) gave PLAP activator 1.3, S1P2 agonist -2, FAK blocker -2, S1P2 antag 3, EphB4 antag 5, Plk1 PBD FP -15, HIV Rev-RRE inh 9 and PLK1 kinase inh -14.
COc1cccc(NC(=O)Cc2cccs2)c1 was read as PLAP activator 0.9, S1P2 agonist -2, FAK blocker -3, S1P2 antag 6, EphB4 antag 1, Plk1 PBD FP -15, HIV Rev-RRE inh 2, PLK1 kinase inh -3 and MT1-MMP txn act 1.3.
Screening COCCCn1c2nc3ccccc3nc2c2c(=O)n(Cc3ccc(Cl)cc3)cnc21 returned PLAP activator 1.3, S1P2 agonist -3, FAK blocker -2, S1P2 antag -7, EphB4 antag -5, Plk1 PBD FP -5, HIV Rev-RRE inh 8, PLK1 kinase inh -11 and MT1-MMP txn act 1.
CCC(CO)NC(=O)c1cccc(S(=O)(=O)N2c3ccccc3CC2C)c1 (stereo unspecified) was read as PLAP activator 1.5, S1P2 agonist -4, FAK blocker -2, S1P2 antag -4, EphB4 antag 12, Plk1 PBD FP -26, HIV Rev-RRE inh 6, PLK1 kinase inh -16 and MT1-MMP txn act 1.2.
`CC(=O)Nc1ccc(S(=O)(=O)N2CCN(C(=O)c3ccccc3F)CC2)cc1` gave S1P2 agonist -11, FAK blocker -1, S1P2 antag 11, EphB4 antag 6, Plk1 PBD FP -14, HIV Rev-RRE inh 4, PLK1 kinase inh -9 and MT1-MMP txn act 1.
For CCn1ncc(Cl)c1C(=O)Nc1cc(Cl)ccc1Cl the results were PLAP activator 1.2, S1P2 agonist -8, FAK blocker 4, S1P2 antag -7, EphB4 antag 1, Plk1 PBD FP -11, HIV Rev-RRE inh 13, PLK1 kinase inh -11 and MT1-MMP txn act 1.
Screening CN(C)C(=O)CCc1nc2sc3c(c2c(=O)[nH]1)CCCC3 returned PLAP activator 1.2, S1P2 agonist -3, FAK blocker 0, S1P2 antag -18, EphB4 antag -4, Plk1 PBD FP 5, HIV Rev-RRE inh 3, PLK1 kinase inh -32 and MT1-MMP txn act 1.2.
Cc1cc(NC(=O)c2cccc(S(=O)(=O)N3CC(c4ccccc4)CC3=O)c2)no1 (stereo unspecified) was read as PLAP activator 0.9, S1P2 agonist -3, FAK blocker -11, S1P2 antag -6, EphB4 antag -6, Plk1 PBD FP -5, HIV Rev-RRE inh 7, PLK1 kinase inh -9 and MT1-MMP txn act 1.1.

The order is random (roughly 3.9% active in at least one column).
